# PTHR1 agonist = qHTS for PTHR1 Agonists: Primary Screen; Parathyroid hormone/parathyroid hormone-related peptide receptor (Homo sapiens), Q03431; HEK293 GP2 PTHR1 cells, GloSensor cAMP luminescence, 1 h; Potency, µM (series often up to 115 µM), for inactives: top-dose activation, most hits filed as activators; 410,000 compounds, 0.075% hits; further: potency means the concentration at half of the fitted maximal effect; nearly all actives have a fitted effect of over 55% in size; some results filed as inactive show a strong effect at the top dose; inactives centre near -15; many of its hits are not listed in these tables
# Target sequence (Q03431 whole entry, looked up): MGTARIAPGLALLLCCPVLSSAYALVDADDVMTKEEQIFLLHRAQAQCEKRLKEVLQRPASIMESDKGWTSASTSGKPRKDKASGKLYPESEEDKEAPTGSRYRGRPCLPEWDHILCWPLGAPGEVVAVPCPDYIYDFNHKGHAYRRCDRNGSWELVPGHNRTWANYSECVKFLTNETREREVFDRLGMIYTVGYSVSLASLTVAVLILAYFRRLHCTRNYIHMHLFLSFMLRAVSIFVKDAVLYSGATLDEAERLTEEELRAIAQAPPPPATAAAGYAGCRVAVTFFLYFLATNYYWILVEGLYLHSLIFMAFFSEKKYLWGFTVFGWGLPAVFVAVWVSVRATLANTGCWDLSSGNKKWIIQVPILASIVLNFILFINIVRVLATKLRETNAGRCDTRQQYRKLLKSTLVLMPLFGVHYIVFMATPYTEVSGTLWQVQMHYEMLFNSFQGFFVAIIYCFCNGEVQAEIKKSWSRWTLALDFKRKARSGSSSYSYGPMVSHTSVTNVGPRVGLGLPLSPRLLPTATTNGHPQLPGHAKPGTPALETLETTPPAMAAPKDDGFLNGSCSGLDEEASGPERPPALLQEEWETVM
#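 HEK-293-derived GP2 cells expressing PTHR1 and a GloSensor cAMP reporter, 3,000/well, plated overnight, given luciferin plus IBMX (each 0.5 mM as added) for 1 h at 37 °C, then compound for 1 h at 37 °C. Luminescence was read after 15 min at room temperature.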
# DRD3 antagonist = qHTS of D3 Dopamine Receptor Antagonist: qHTS; 360,000 compounds, 2.5% hits; AID 652054, 2013; D3R cells, DiscoveRx beta-arrestin luminescence, antagonist mode; hits give low values; max response, negative = inhibition, %; in the data active means max response below about -50%; inconclusive means no clear call, values can overlap the other calls; further: on the % scale 0 is the no-effect control and ±100 the full control effect; mostly tested at two doses, the higher about 12 µM
# Target sequence (P35462 whole entry, looked up): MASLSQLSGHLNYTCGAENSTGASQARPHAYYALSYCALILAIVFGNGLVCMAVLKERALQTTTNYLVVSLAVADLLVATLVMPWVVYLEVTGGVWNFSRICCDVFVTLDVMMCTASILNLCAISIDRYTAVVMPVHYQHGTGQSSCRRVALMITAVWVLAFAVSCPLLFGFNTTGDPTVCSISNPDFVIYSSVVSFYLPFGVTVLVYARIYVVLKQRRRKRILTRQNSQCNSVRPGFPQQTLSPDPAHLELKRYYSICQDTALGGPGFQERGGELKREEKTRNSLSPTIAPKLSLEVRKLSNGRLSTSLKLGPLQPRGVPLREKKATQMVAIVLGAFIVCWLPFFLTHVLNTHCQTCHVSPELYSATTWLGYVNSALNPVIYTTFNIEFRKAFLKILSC
#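 Cells expressing the human receptor were seeded at 1500 cells/well, incubated overnight at 37 degrees C in 5% CO2, then exposed to library compounds with dopamine controls for 90 minutes at 37 degrees C before luminescent detection.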
# FUS yeast rescue = qHTS for Suppressors of FUS Proteinopathy: Primary screen using FUS-linked yeast assay | 390,000 compounds, 0.24% hits | S. cerevisiae FUS-expressing, growth rescue, OD600, 24 h | Potency, µM (top dose mostly 76.6 µM), for the others: at the highest dose growth rescue (activation), hits mostly activators;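 further: potency means the concentration at half of the fitted maximal effect; plate controls were DMSO vehicle for no effect and reference control for full effect; nearly all actives have a fitted effect of over 55% in size; some results filed as inactive show a strong effect at the top dose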
#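 Read-out: OD at 600 nm after 24hr at 30C, reporting rescue of FUS-induced yeast toxicity. Cells at OD 0.005 in galactose (2%) minimal medium; compounds tested in a dilution series; CP55940 titration from 92uM final as control.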
# Akt phos inh = HTS Assay for Inhibitors of Akt Phophorylation: Primary Screen; Neuro2A IGF-stimulated pAkt S473 HTRF, 20 min; hits give low values; 360,000 compounds, 0.32% hits; activity change, % for hits at 50 µM; in the data active means activity change below about -80%; inconclusive means mostly about -51% to -80%; further: on the % scale 0 is the no-effect control and ±100 the full control effect
#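 Neuro2A cells (4,500/well, DMEM with 0.5% FBS) were treated with compound at a single 50 µM final concentration, stimulated with 6 nM IGF for 20 min at 37 °C, and lysed. Phospho-Akt Ser473 was read by HTRF as 665/615 ratio ×10^4.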
# TDP43 rescue = qHTS of TDP-43 Inhibitors; 410,000 compounds, 1.8% hits; TDP-43 expressing yeast growth rescue, BacTiter-Glo, 24 h; Potency, µM (top dose mostly 46.1 µM), for inactives: top-dose growth rescue (activation), most hits filed as activators; AID 652104, 2013; further: potency means the concentration at half of the fitted maximal effect; % of control where 0% means no effect; nearly all actives have a fitted effect of over 50% in size
#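 In this qHTS, compounds that restore growth of yeast expressing TDP-43 appear as activators. Cells (OD600=0.02, galactose medium, raffinose-pregrown) are incubated with compound 24 hr at 30 deg C and growth is quantified by BacTiter-Glo.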
# aSyn rescue = qHTS of alpha-syn Inhibitors; Yeast expressing alpha-synuclein, growth rescue, BacTiter-Glo, 24 h; Potency, µM (doses to about 46.1 µM), for inactives: at the top dose growth rescue (activation), usual class: activators; 370,000 compounds, 0.14% hits; AID 652106, 2013; further: potency means the concentration at half of the fitted maximal effect; % of control where 0% means no effect; nearly all actives have a fitted effect of over 65% in size
#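 Rescue of yeast growth: cells expressing toxic alpha-synuclein, induced in galactose at OD600 0.02, incubated with compound 24 h at 30 C. ATP luminescence quantified growth; inhibitors of toxicity appear as activators.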
# Abeta yeast res = qHTS for compounds that reverse cellular toxicity of Amyloid beta (A-beta) peptide in yeast: Primary Screen. yeast expressing A-beta42, growth rescue, OD600, 48 h; response scale: 0% DMSO, 100% iron-clioquinol control. Potency, µM (titrated, usually from 46.1 µM), for the others: at the highest dose growth rescue, most hits filed as activators. 410,000 compounds, 0.063% hits; further: potency means the concentration at half of the fitted maximal effect; nearly all actives have a fitted effect of over 55% in size
#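 Growth rescue measured by 600 nm absorbance after 48 h yeast culture at 30 C with compound. Values normalized between DMSO and an equimolar ferric chloride plus clioquinol control.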
# GLP1R inv ag = qHTS of GLP-1 Receptor Inverse Agonists (Inhibition Mode); Glucagon-like peptide 1 receptor (Homo sapiens), P43220; HEK293 GLP-1R CRE-luciferase, luminescence, 24 h; GLP-1R form is constitutively active; Potency, µM (doses to about 38.3 µM), inactives show top-dose activity change, negative = inhibition, hits mostly inhibitors; 410,000 compounds, 1.6% hits; AID 624417, 2012; further: potency means the concentration at half of the fitted maximal effect; on the % scale 0 is the no-effect control and ±100 the full control effect; nearly all actives have a fitted effect of over 55% in size
#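 HEK293 cells stably co-expressing constitutively active GLP-1R and a cAMP-responsive luciferase reporter were seeded in DMEM with 10% Nu serum, given compounds after 12 h, and incubated 24 h at 37 deg C. Luminescence was then read.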
# GLP1R ag = qHTS of GLP-1 Receptor Agonists. Potency, µM (doses to about 45.6 µM), inactives show top-dose activation, actives largely listed as activators. Glucagon-like peptide 1 receptor (Homo sapiens), P43220. HEK293 GLP-1R CRE-luciferase, luminescence, 4-6 h; cells express a hypersensitive GLP-1R form. 380,000 compounds, 0.007% hits; further: potency means the concentration at half of the fitted maximal effect; % of control where 0% means no effect
# Starred values were filed as active, the others as inactive; i = inactive; ? = inconclusive; . = not tested or not shown; & = joins results of further samples; [ ] = remark or other dose. Unless noted, the call rests on the fitted dose curve; in most records, active means well fitted curve in the direction sought with a large enough effect; inconclusive means small, poorly fitted or top-dose-only effect, or another doubt; inactive means no such curve, though single readings can be large; an effect the other way counts as inactive or inconclusive. Not all compounds are listed, so the mix of outcomes need not match the whole.
SMILES,PTHR1 agonist,aSyn rescue,DRD3 antagonist,Abeta yeast res,Akt phos inh,FUS yeast rescue,GLP1R inv ag,GLP1R ag,TDP43 rescue
CCCCNC(=O)C1(C)CCCCN1C(=O)c1ccc2c(c1)CCO2 (stereo unspecified),i,3%,-3,4%,i,5%,12%,-7%,0%
NC(=O)NC(CC(=O)NCCCc1ccccc1)c1ccc(Cl)cc1 (stereo unspecified),-24%,-11%,-55*,-6%,i,-37%,-17%,-3%,-4%
O=C(OCc1cc(=O)n2nc(-c3cccs3)sc2n1)c1ccc(Cl)cc1,i,.,.,-14%,.,5%,17%,.,8%
Cc1nonc1OCCn1c([N+](=O)[O-])cnc1C,i,1%,2,-17%,i,-19%,-4%,-5%,2%
COc1ccc(N2CCN(C(C)C(=O)N3CCCC3)CC2)cc1 (stereo unspecified),-1%,1%,-22,-29%,i,-3%,-14%,-1%,-10%
Nc1ncnn1Cc1ccccc1,i,2%,23,2%,i,18%,1%,0%,13%
O=C(CCCn1cncn1)N1CCCC(Nc2ccc(F)cc2)C1 (stereo unspecified),-1%,4%,-26,-5%,i,.,2%,-8%,20%
COc1cc(SC)ccc1C(=O)N1CCc2ccccc21,-19%,15%,10,-2%,i,-4%,?,1%,?
O=C(Oc1ccccc1)c1cc2ccccc2oc1=O,i,-5%,9,-4%,i,0%,23%,1%,14%[9.22 µM]
CN1CCC(N(C)CC(=O)Nc2cccc(Oc3ccccc3)c2)CC1,-8%[57.5 µM],-5%,9,-14%,i,32%,0%,13%,-23%
CC(=O)Nc1cccc(/C(C)=N/Nc2ccc(S(=O)(=O)Nc3ccccc3C(=O)O)cc2[N+](=O)[O-])c1,-7%,-4%,3,-20%,i,.,1%,-3%,-20%
COC(=O)c1sc(S(=O)(=O)NCCC(=O)O)c(C(=O)OC)c1C,i,1%,-12,3%,i,-26%,8%,-4%,-1%
Cc1cc(NC(=O)COC(=O)C2CC(=O)N(c3ccccc3)C2)no1 (stereo unspecified),-23%,-6%,-21,-1%,i,20%,9%,15%,-26%
S=c1nc(-c2ccccc2)[nH]c2ccc(Br)cc12,-20%,-16%,3,?,i,43%,-9%,16%,?
COc1cccc(N2CCN(CC(=O)NCc3cccs3)CC2)c1,i,4%,-24,6%,i,-5%,-26%,3%,3%
CCCCC(=O)Nc1ccc2nc(SCC(=O)N3CCOCC3)sc2c1,-13%,.,.,-10%,.,5%,2%,.,2%
Cc1cc([N+](=O)[O-])ccc1-c1ccc(/C=N/NC(=O)Cc2ccccc2)o1,-16%,-2%,7,-3%,i,13%,9%,23%,-9%[0.397 µM]
C=CCn1c(SCCCC)nc(O)cc1=O,-5%,8%&11%,-3&-8,6%&3%,i,0%&7%,?,-4%&-1%,?
COC(=O)c1ccc(COc2ccc(C)cc2[N+](=O)[O-])o1,i,-1%,6,-1%,i,-1%,7%,13%,-16%
CNC(=O)c1cc(C(=O)c2ccc(Cl)cc2)c[nH]1,-11%,1%,0,2%,i,1%,40%[activator],30%,-8%
COC(=O)c1sccc1S(=O)(=O)N(CC(=O)Nc1cccc(C)c1C)c1ccc(C)c(C)c1,i,.,.,0%,.,?,11µM*,.,7%
CC1CC(C)CN(CCCNS(=O)(=O)c2ccc3c(c2)oc(=O)n3C)C1 (stereo unspecified),i,2%,-6,-10%,i,9%,-1%,-10%,6%
NC(=O)[C@@H]1CCCNc2c(I)cc([N+](=O)[O-])cc2C(=O)N[C@@H](CCC(=O)O)C(=O)N[C@@H](CO)C(=O)N1,-15%,0%,5,-12%,i,-29%,2%,0%,23%
CCC1=NN(S(=O)(=O)c2ccc(C)cc2)C(O)(C(F)(F)F)C1 (stereo unspecified),0%,-7%,4,-11%,i,-10%,-13%,-1%,-9%

# 2 records picked at random from those above, as already listed:
SMILES,PTHR1 agonist,aSyn rescue,DRD3 antagonist,Abeta yeast res,Akt phos inh,FUS yeast rescue,GLP1R inv ag,GLP1R ag,TDP43 rescue
CCCCNC(=O)C1(C)CCCCN1C(=O)c1ccc2c(c1)CCO2 (stereo unspecified),i,3%,-3,4%,i,5%,12%,-7%,0%
CCC1=NN(S(=O)(=O)c2ccc(C)cc2)C(O)(C(F)(F)F)C1 (stereo unspecified),0%,-7%,4,-11%,i,-10%,-13%,-1%,-9%

# Next part.
SMILES,PTHR1 agonist,aSyn rescue,DRD3 antagonist,Abeta yeast res,Akt phos inh,FUS yeast rescue,GLP1R inv ag,GLP1R ag,TDP43 rescue
Cc1c(NC(=O)COC(=O)C(c2ccc(Cl)cc2)C(C)C)c(=O)n(-c2ccccc2)n1C (stereo unspecified),-9%[57.5 µM],-2%,15,12%,i,34%,-13%,-5%,20%
CCN1/C(=C2/SC(=S)N(NC(C)=O)C2=O)Sc2ccc(OC)cc21,i,-6%,0,-3%,i,-9%,7%,7%,-21%
Cc1cc(C)nc(SCCCNCc2c(F)cccc2Cl)n1,-51%[inhibitor],2%,-7,0%,i,-5%,-24%,-1%,20%
CN(c1ccccc1)S(=O)(=O)c1cccc(NC(=O)c2cncc(Br)c2)c1,-32%[inhibitor],14%,-11,5%,i,12%,?,-4%,-12%
COc1ccc(CCNC(=O)COC(=O)C23CC4CC(CC(C4)C2)C3)cc1,-29%,5%,1,3%,i,?,?,-1%,?
CC(=NNC(=S)N(Cc1ccccn1)Cc1ccccn1)c1cnccn1,i,-45%[inhibitor],57,-79%[inhibitor],i,.,?,-5%,?
CC(C)(C)NCCOCCOc1ccc(Cl)cc1C(C)(C)C,14%,-3%,?,-9%,i,-24%,?,-9%,-22%
COc1ccc(C(c2nnnn2Cc2cccs2)N2CCN(c3ccccc3)CC2)cc1OC (stereo unspecified),i,11%,-1,10%,i,48%,-26%,-2%,6%
O=C(N/N=C/c1coc2ccccc2c1=O)c1cn(-c2ccccc2)nc1-c1ccc(F)cc1,i,14%,?,13%,i,-19%,14%,-3%,19%
CN1CCC2(CC1)NC(=O)NC2=O,i,1%,2,0%,i,-9%,0%,1%,13%
COc1ccc(NC(=O)c2ccc(S(=O)(=O)N(C)c3ccccc3)cc2)cn1,-32%[inhibitor],3%,0,9%,i,0%,?,10%,23%
Cc1ccc(NC(=O)CCN2C(=O)c3ccncc3C2=O)cc1,i,-6%,-11,2%,i,13%,10%,-11%,4%
O=C(Nc1ccc2c(c1)N(C1CCCC1)C(=O)c1ccccc1S2)c1ccc(F)cc1,i,.,.,-6%,.,25%,?,.,24%
CC[C@]12c3[nH]c4ccc(Cl)cc4c3CCN1C(=O)[C@@H](CC(=O)NCCN1CCOCC1)C[C@@H]2C(=O)N1CCN(C(=O)c2ccco2)CC1,-9%,-3%,-18,-7%,i,9%,10%,-2%,8%
Cc1ccc(S(=O)(=O)NNC(=O)CCC(=O)Nc2ccccc2)cc1,i,-4%,-7,-11%[9.22 µM],i,-40%,10%,5%,23%
CNc1ccc(-c2cccc(CO)c2)cn1,-25%,-7%,-1,-7%,i,-23%,-1%,8%,8%
COc1ccc(C2=NS(=O)(=O)N(C)C(C(=O)Nc3ccc4c(c3)OCO4)=C2)cc1,-66%[inhibitor],-5%,-103*,-12%,i,3%,?,4%,-29%
Cc1cc(C(=O)Nc2ccon2)c(C)o1,-18%,7%,18,3%,i,4%,0%,-1%,.
O=C1NC(CCc2ccccc2)C(=O)N1Cc1ccc(Br)cc1 (stereo unspecified),-18%,8%,-71*,2%,i,5%,?,4%,11%
Fc1ccc(-c2noc3ncnc(N4CCN(c5ccccc5)CC4)c23)cc1,-15%,-8%,.,-41%[inhibitor],.,26%,-22%,1%,25µM*
COC(CNC(=O)C1CCCCC1C(=O)O)OC (stereo unspecified),i,1%,14,5%,i,.,-12%,0%,15%
Cc1ccc(S(=O)(=O)N2CCN(C(=O)c3cc4c(s3)CCCC4)CC2)cc1,-3%,2%,13,0%,i,-9%,4%,-4%,13%
CCN(CC(=O)NCc1ccc(Cl)cc1)C(=O)CN1C(=O)NC(C)(c2ccccc2)C1=O (stereo unspecified),i,-12%,6,-14%,i,12%,-16%,-4%,-17%
CCN(CCNC(=O)Cn1c(=O)sc2ccccc21)c1ccccc1,-45%[inhibitor],0%,2,-10%,i,-6%,?,16%,0%
O=c1cc(CN2CCN(c3ccccc3F)CC2)c2cc(O)c(-c3ccccc3)cc2o1,i,0%,-24,5%,i,32%,-19%,0%,4%
CSCCC(Nc1ccc(S(=O)(=O)N2CCOCC2)cc1[N+](=O)[O-])C(=O)OCC(=O)N(C(C)C)C(C)C (stereo unspecified),-6%,5%,2,-6%,i,31%,-8%,-9%,10%
COc1cc(/C=c2/sc3nc(-c4ccccc4)c(-c4ccccc4)n3c2=O)cc(OC)c1OC,i,-3%,10,-7%,i,10%,1%,7%,4%
O=c1cc(O)c(-c2ccc(Cl)cc2)c(Cl)[nH]1,i,1%,2,-7%,i,5%,6%,0%,3%
CC(C)(C)NC(=O)C(CCc1ccccc1)n1c(=O)c(-c2ccccc2)nc2ccccc21 (stereo unspecified),0%,-17%,-66*,13%,i,?,?,.,?
CC(Oc1ccccc1F)C(=O)NNC(=O)c1ccc(F)c(S(=O)(=O)N2CCOCC2)c1 (stereo unspecified),0%,-8%,7,-1%,i,.,9%,-5%,-3%
